Screening results as filed in PubChem BioAssay.
Pf growth 96h: Primary qHTS for delayed death inhibitors of the malarial parasite plastid, 96 hour incubation | P. falciparum luciferase reporter growth, 96 h | Potency, µM (series often up to 28.7 µM), for inactives: at the highest dose activity change, negative = inhibition, hits mostly inhibitors | 320,000 compounds, 6.9% hits | AID 504834, 2011
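Plates of compound plus infected erythrocytes (2% hematocrit, 0.05% parasitemia final) incubate 96 hours, 37 C, 5% CO2. Detection reagent added; reduced luminescence from the parasites' luciferase reporter flags inhibition.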
HCV inhibitor: qHTS Assay for Inhibitors of Hepatitis C Virus (HCV). Huh7.5.1 HCVcc-Cre infection, luciferase reporter, 44 h. Potency, µM (titrated, usually from 41.8 µM), without a hit: at the top dose activity change, negative = inhibition, actives largely listed as inhibitors. 340,000 compounds, 3.4% hits. AID 651820, 2012
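Seed cells (1,000/well) for 4 h; treat with compound and infect with HCVcc-Cre, moi about 0.5. Incubate 44 h, then detect luciferase activity.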
LmPK inh: qHTS Assay for Inhibitors of Leishmania Mexicana Pyruvate Kinase (LmPK) | Q27686 | purified LmPK, Kinase-Glo ATP luminescence, 1 h | Potency, µM (titrated, usually from 57.5 µM), for the others: at the top dose activity change, negative = inhibition, hits mostly inhibitors | 290,000 compounds, 0.37% hits
Target sequence (Q27686 whole entry, looked up): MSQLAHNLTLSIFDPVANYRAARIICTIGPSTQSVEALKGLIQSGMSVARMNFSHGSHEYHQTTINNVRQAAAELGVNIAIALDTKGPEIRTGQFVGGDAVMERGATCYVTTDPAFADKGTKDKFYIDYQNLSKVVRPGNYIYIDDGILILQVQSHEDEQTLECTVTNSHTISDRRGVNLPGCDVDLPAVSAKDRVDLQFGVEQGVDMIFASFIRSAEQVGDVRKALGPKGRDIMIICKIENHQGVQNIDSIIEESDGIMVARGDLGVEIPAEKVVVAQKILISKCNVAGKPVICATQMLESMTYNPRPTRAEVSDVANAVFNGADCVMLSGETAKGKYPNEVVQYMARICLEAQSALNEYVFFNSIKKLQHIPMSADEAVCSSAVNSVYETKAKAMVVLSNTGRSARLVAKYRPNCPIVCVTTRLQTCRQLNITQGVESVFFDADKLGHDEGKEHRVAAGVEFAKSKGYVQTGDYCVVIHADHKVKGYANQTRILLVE
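Purified LmPK (0.1 nM) with 0.5 mM PEP and 0.1 mM ADP in imidazole buffer pH 7.2 with MgCl2/KCl, 1 h at room temperature. ATP formed was read by luciferase luminescence and normalized to no-enzyme and uninhibited controls.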
Pf growth 48h: Primary qHTS for delayed death inhibitors of the malarial parasite plastid, 48 hour incubation; P. falciparum luciferase growth in erythrocytes, 48 h; Potency, µM (top dose mostly 28.7 µM), for inactives: at the top dose activity change, negative = inhibition, most hits filed as inhibitors; 310,000 compounds, 5.9% hits; AID 504832, 2011
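Cell-based growth assay: transgenic P. falciparum expressing firefly luciferase, cultured in red cells within RPMI 1640 containing 0.5% w/v Albumax, 24 mM bicarbonate and gentamycin. A drop in luciferase activity indicates inhibition.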
Sm TGR inh: qHTS Assay for the Inhibitors of Schistosoma Mansoni Peroxiredoxins. Potency, µM (highest dose often 114 µM), without a hit: at the highest dose activity change, negative = inhibition, usual class: inhibitors. 360,000 compounds, 3% hits. purified TGR, DTNB reduction, TNB absorbance 405 nm. Schistosoma mansoni thioredoxin glutathione reductase (TGR), Q962Y6; further: nearly all actives have a fitted effect of over 60% in size
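Kinetic colorimetric format: TGR-catalysed, NADPH-driven DTNB reduction monitored via TNB absorbance. Enzyme dispensed at 20 nM; compound exposure 15 min at room temperature before reaction start.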
Tb PYK inh: qHTS of Trypanosoma Brucei Inhibitors; TbPYK enzyme, Kinase-Glo Plus ATP luminescence, 45 min; Potency, µM (highest dose often 76.8 µM), for inactives: top-dose activity, negative = inhibition, most hits filed as inhibitors; 410,000 compounds, 0.12% hits; AID 624173, 2012; further: nearly all actives have a fitted effect of over 50% in size
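Activity of T. brucei pyruvate kinase was followed by Kinase-Glo Plus luminescence after the enzyme reacted 45 min at room temperature with 130 uM ADP (final) and substrate. Test compounds were added before ADP at multiple concentrations.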
The depositor's hits bear a star; u = inconclusive; x = not tested or not shown; [ ] = another dose, or the depositor's remark. The call rests on the fitted dose curve; in most records, active means well fitted curve in the direction sought with a large enough effect; inconclusive means small, poorly fitted or top-dose-only effect, or another doubt; inactive means no such curve, though single readings can be large; an effect the other way counts as inactive or inconclusive. On the % scale 0 is the no-effect control and ±100 the full control effect; potency means the concentration at half of the fitted maximal effect.

SMILES	Pf growth 96h	HCV inhibitor	LmPK inh	Pf growth 48h	Sm TGR inh	Tb PYK inh
Cc1ccc(C(=O)C(OC(=O)c2c(C)cc(=O)oc2C)c2ccccc2)cc1 (configuration not stated)	19%	4%	3%	u	-6%	4%
COc1ccccc1OCCOCCOc1c(C)cc(C)cc1Br	2.9µM*	u	0%	-5%	-16%	5%
CCCCn1c(=O)c(C(=O)NCc2ccc(Cl)cc2)c(O)c2ccccc21	u	u	-2%	u	3%	5%
O=C(OCc1cnc(Cl)s1)c1cccs1	-3%	25%	2%	-21%	0%	-1%
COC(=O)N1C/C=C\C(c2ccc(OC)cc2)N(Cc2ccc(F)cc2)C(=O)C1 (configuration not stated)	u	17%	8%	u	-5%	0%
CN(CC(=O)NCC(=O)Nc1ccc(F)c(F)c1F)C1CCS(=O)(=O)C1 (configuration not stated)	14%	10%	x	-27%	-14%	2%
COc1ccccc1/C=C/C(=O)NC1CC2CCC1C2 (configuration not stated)	10%	-3%	1%	-20%	-2%	-1%
COc1cc(C2/C(=C(\O)c3ccc4c(c3)CC(C)O4)C(=O)C(=O)N2CCN2CCOCC2)cc(OC)c1OC (configuration not stated)	u	21%	-2%	0%	3%	2%
Nc1ccc(NC2C[C@@H](C(=O)O)NC2=O)cc1 (some centres not stated)	-30%[5.75 µM]	1%	2%	-17%	-19%	1%
O=[N+]([O-])c1cc([N+](=O)[O-])c(Oc2ccc(Cl)c3cccnc23)cc1NN1CCCCC1	1.5µM*	7%	-3%	u	-18%	1%
CCC(C)NC(=O)c1ccc2nc(-c3ccc(OC)c(OC)c3)c(-c3ccc(OC)c(OC)c3)nc2c1 (configuration not stated)	13µM*	-4%	7%	2.9µM*	11%	1%
CCOC(=O)Nc1ccc2c(CN3CCN(S(=O)(=O)c4ccccc4)CC3)cc(=O)oc2c1	6.6µM*	u	4%	9.3µM*	9%	-5%
COc1ccc(C)cc1NC(=O)C1CC(=O)N(Cc2ccco2)C1 (configuration not stated)	11%	-4%	2%	5%	u	-3%
C#CCOCCOCCOCCNc1nc(N2CCOCC2)nc(N2CCN(C(=O)[C@H](Cc3cc4ccccc4[nH]3)n3cc([C@@H](N)Cc4ccc(O)cc4)nn3)CC2)n1	1.9µM*	10%	1%	u	-20%	-3%
CC1CCCCN1C(=O)CSc1nc(-c2ccccc2)cn1N (configuration not stated)	47%[activator]	5%	3%	77%[activator]	1%	2%
Cc1ccc(Oc2nc(C(F)(F)F)nc3ccccc23)cc1	49%[activator]	-1%	-5%	-5%	-7%	1%
CC1CN(c2cc(=O)n(-c3ccc(Cl)cc3)c(=O)[nH]2)CC(C)O1 (configuration not stated)	u	15%	-1%	-14%	0%	-1%
Cc1nc(-c2nc(CC(=O)NNC(=O)c3ccc(Cl)cc3)cs2)cs1	6%	6%	-2%	9%	7%	-1%
COc1cccc(CN2CC(C(=O)N3CCN(C(C)C)CC3)CCC2=O)c1 (configuration not stated)	9%	x	6%	-1%	-14%	4%
Cc1noc(C)c1S(=O)(=O)N1CCC(C(=O)Nc2ccccn2)CC1	40%[activator]	14%	3%	-9%	7%	-3%
O=C(CN1CCN(c2ccccc2F)CC1)c1ccc2c(c1)OCO2	64%[activator]	7%	-12%	15%	u	2%
Cc1ccccc1-n1c(SCC(=O)c2cc(C)n(C)c2C)nnc1-c1cccnc1	u	u	1%	x	-22%	-4%
Cc1[nH]n(-c2nc(-c3cccc([N+](=O)[O-])c3)cs2)c(=O)c1C	22%	-12%	0%	71%[activator]	-27%	-10%
C#CCN1C(=O)C(O)(CC(=O)/C=C/C=C/c2ccccc2)c2ccccc21 (configuration not stated)	27%	-8%	0%	-2%	u	5%
Cc1ccc(-c2ccc(SCC(=O)NC3CCCC3)nn2)cc1	19%	x	0%	2%	6%	2%
SMILES	Pf growth 96h	HCV inhibitor	LmPK inh	Pf growth 48h	Sm TGR inh	Tb PYK inh
COc1ccc(N2CCN(C(=O)COC(=O)c3cccc(S(=O)(=O)Nc4ccccc4OC)c3)CC2)cc1	u	u	x	u	0%	-4%
O=C(CSc1nnc(Nc2ccccc2)s1)Nc1cccc(S(=O)(=O)N2CCCCC2)c1	45%[activator]	u	0%	u	-3%	-12%
O=C(COC(=O)Cn1cnc2ccccc21)NCCc1ccccc1	u	10%	2%	14%	-32%	-7%
Cc1ccc(NC(=O)COC(=O)CCCC2=NS(=O)(=O)c3ccccc3N2)cc1C	u	21%	-1%	26%	-17%	-2%
Cc1ccc(C(=O)NCC(=O)Nc2ncccc2C)s1	56%[activator]	-1%	x	37%[activator]	6%	-8%
COc1ccc([N+](=O)[O-])cc1/C=N/NC(=O)Cc1ccccc1	8%	u	5%	25%	x	-14%
CC(C)NC(=O)CN1C(=O)C(=O)c2ccccc21	-9%	15%	4%	15%	-28%	-7%
CCCS(=O)(=O)N1CCN(c2ccccc2F)CC1	-9%	2%	-5%	-10%	10%	0%
CCN(CC)c1cccc(OCC(=O)N(C)CCC#N)c1	10%	-21%	0%	10µM*	-19%	-6%
C=CCN(c1ccccc1)S(=O)(=O)c1cccc(C(=O)NNC(=O)c2ccncc2)c1	2%	0%	x	-17%	3%	0%
COc1cc(OC)cc(C(=O)N/N=C2/SCC(=O)N2Cc2ccco2)c1	12%	7%	7%	4%	6%	2%
COc1cc(-c2nnn(CC#N)n2)ccc1OCc1ccccc1	x	-21%	2%	151%[activator]	2%	2%
O=C(Nc1ccc(O)c2c(=O)cc(-c3ccccc3Cl)oc12)c1cccc(Cl)c1	u	0%	3%	-25%	-4%	-2%
COc1ccc(C(=O)C[n+]2cccc(C)c2)cc1	-25%	15%	-2%	-12%	2%	-15%
COc1cccc(CCc2nnc(CCC(=O)N3CCN(Cc4ccccn4)CC3)o2)c1	-3%	15%	-1%	-8%	11µM*	10%
CN1CCC(NC(=O)Nc2cccc(C(F)(F)F)c2)CC1	492%[activator]	-3%	10%	10%	6%	-7%
COc1ccc(-c2cc(-n3c(C(F)(F)F)nc4ccccc43)n(CCC#N)n2)cc1	x	-10%	15%	13µM*	14%	5%
Cc1ccc(NC(=O)c2cc(C)on2)cc1	0%	8%	-14%	110%[activator]	0%	0%
COc1ccc(C(=O)Oc2cc(N)n(S(=O)(=O)c3ccccc3)n2)cc1	41%[activator]	-3%	-1%	2%	2%	7%
Nc1nn(S(=O)(=O)c2ccccc2)cc1-c1cccc([N+](=O)[O-])c1	20%	u	15%	10µM*	-13%	0%
Cc1nc2ccccc2cc1C(=O)N/N=C/c1cccs1	19%	20%	-4%	2%	4%	2%
Cc1nc2ccc(-c3nc4ccccc4[nH]3)cc2[nH]1	300%[activator]	-27%	-28%	-44%	x	-3%
COc1cc(OC)c(OC)cc1/C=N/n1c(C)nc2ccccc2c1=O	u	7%	0%	0%	-9%	-1%
Cc1ccc(C)c(NC(=O)CNS(=O)(=O)c2ccccc2)c1	u	9%	1%	u	3%	-2%
O=C(NCCN1CCN(c2ccccc2)CC1)c1ccc2c(c1)[nH]c(=S)n1c3ccccc3nc21	u	u	-10%	-15%	6%	-1%
SMILES	Pf growth 96h	HCV inhibitor	LmPK inh	Pf growth 48h	Sm TGR inh	Tb PYK inh
CCCCC1CN2CCc3c([nH]c4ccccc34)C2(C)C1 (configuration not stated)	23%	u	-3%	u	8%	3%
Cc1cc(C)c2c(N)c(C(=O)Nc3cccc(C)c3C)sc2n1	26%	-12%	3%	2%	6%	7%
CCn1c(=NC(=O)COc2ccccc2)sc2cccc(F)c21	-8%	-7%	11%	-12%	1%	6%
CCOc1ccc(NC(=O)CNC(=O)c2ccc([N+](=O)[O-])cc2)cc1	u	-22%	-1%	7%[5.75 µM]	12%	0%
CC(C)(C)c1ccc(OCCCNC2CCCC2)cc1	35%[1.15 µM]	u	-1%	-32%[1.15 µM]	7%	-18%
Cc1cc(O)cc2c(=O)c3ccccc3sc12	u	u	-23%	u	-9%	2%
CCOc1cc(S(=O)(=O)N(CC)CC)c(OCC)cc1-n1cnnn1	-2%	-25%	-3%	1%	5%	-10%
COc1ccc(-n2c3c(cc(C(=O)NNc4ccccc4C)c2=O)C(=O)CC(C)(C)C3)cc1	-26%	12%	5%[11.5 µM]	9%	-1%	-5%
Clc1ccccc1Cn1nc(-c2ccccc2)nc1-c1ccccc1	38%[activator]	11%	-4%	-5%	5%	-5%
CCCCC(=O)Nc1nnc(SCC(=O)Nc2ccc(OC)cc2)s1	34%[activator]	x	2%	1%	-15%	-1%
CSC1=C(C#N)C(c2ccc(C)cc2)C2=C(CCCC2=O)N1 (configuration not stated)	x	5%	0%	-5%	-19%	-2%
Cc1ccc(N=Nc2ccc(O)c(/C=N\NC(=O)c3ccc(N)cc3)c2)cc1C	-4%	u	1%	x	6%	-1%

12 structures already listed, sorted by number of heavy atoms, lowest first:
SMILES	Pf growth 96h	HCV inhibitor	LmPK inh	Pf growth 48h	Sm TGR inh	Tb PYK inh
Cc1cc(O)cc2c(=O)c3ccccc3sc12	u	u	-23%	u	-9%	2%
Cc1nc2ccc(-c3nc4ccccc4[nH]3)cc2[nH]1	300%[activator]	-27%	-28%	-44%	x	-3%
CC(C)(C)c1ccc(OCCCNC2CCCC2)cc1	35%[1.15 µM]	u	-1%	-32%[1.15 µM]	7%	-18%
Cc1nc2ccccc2cc1C(=O)N/N=C/c1cccs1	19%	20%	-4%	2%	4%	2%
CSC1=C(C#N)C(c2ccc(C)cc2)C2=C(CCCC2=O)N1 (configuration not stated)	x	5%	0%	-5%	-19%	-2%
CCn1c(=NC(=O)COc2ccccc2)sc2cccc(F)c21	-8%	-7%	11%	-12%	1%	6%
Nc1nn(S(=O)(=O)c2ccccc2)cc1-c1cccc([N+](=O)[O-])c1	20%	u	15%	10µM*	-13%	0%
Clc1ccccc1Cn1nc(-c2ccccc2)nc1-c1ccccc1	38%[activator]	11%	-4%	-5%	5%	-5%
COc1cc(OC)c(OC)cc1/C=N/n1c(C)nc2ccccc2c1=O	u	7%	0%	0%	-9%	-1%
Cc1ccc(N=Nc2ccc(O)c(/C=N\NC(=O)c3ccc(N)cc3)c2)cc1C	-4%	u	1%	x	6%	-1%
COc1ccc(-n2c3c(cc(C(=O)NNc4ccccc4C)c2=O)C(=O)CC(C)(C)C3)cc1	-26%	12%	5%[11.5 µM]	9%	-1%	-5%
O=C(NCCN1CCN(c2ccccc2)CC1)c1ccc2c(c1)[nH]c(=S)n1c3ccccc3nc21	u	u	-10%	-15%	6%	-1%

A portion from further up, for reference:
SMILES	Pf growth 96h	HCV inhibitor	LmPK inh	Pf growth 48h	Sm TGR inh	Tb PYK inh
CCCCC1CN2CCc3c([nH]c4ccccc34)C2(C)C1 (configuration not stated)	23%	u	-3%	u	8%	3%
Cc1cc(C)c2c(N)c(C(=O)Nc3cccc(C)c3C)sc2n1	26%	-12%	3%	2%	6%	7%
